# DAX1 inh-1: DAX1 (NR0B1) inhibitors on StAR promoter, primary screen, cell-based, luminescence, SF-1 (NR5A1), full-length DAX-1; inhibition, % at 6.8 µM; HEK293T StAR-luciferase reporter, SF-1/DAX-1 repression relief; AID 652010, 2013; 370,000 tested, 1.1% active;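 active = inhibition above the mean over all tested compounds plus 3 SD, cut at about 3.6% in these data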;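 also: 0% = DAX-1 cells with DMSO and 100% = cells lacking DAX-1 with DMSO; higher inhibition means more luminescence from relief of DAX-1 repression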
# DAX1 inh-2: DAX1 (NR0B1) inhibitors, primary screen, cell-based, HEK293, Gal4-DAX1, luciferase luminescence; inhibition, % at 6.75 µM; Nuclear receptor subfamily 0 group B member 1 (Homo sapiens), P51843; AID 504766, 2011; HEK293 Gal4-DAX1 luciferase reporter; 340,000 tested, 0.99% active;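 active = inhibition above the mean over all tested compounds plus 3 SD, cut at about 4.2% in these data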;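 also: 0% = DAX1-transfected cells with DMSO and 100% = empty-vector control cells with DMSO; inhibition shows as a rise in luminescence from relieved DAX1 repression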
# Target sequence (P51843 207-470 limits assumed): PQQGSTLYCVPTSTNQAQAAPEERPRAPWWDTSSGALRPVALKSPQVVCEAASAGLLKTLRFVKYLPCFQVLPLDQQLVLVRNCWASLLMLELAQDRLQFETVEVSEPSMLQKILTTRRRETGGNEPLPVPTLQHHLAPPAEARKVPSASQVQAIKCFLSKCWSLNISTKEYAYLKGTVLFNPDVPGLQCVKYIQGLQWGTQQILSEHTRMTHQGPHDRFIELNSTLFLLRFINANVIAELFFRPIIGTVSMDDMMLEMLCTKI
# ssDAF-12 act: S. stercoralis DAF-12 nuclear receptor activators, primary screen, cell-based, luminescence, HEK293, GRIP1 co-expression, lit1-tk-luc | Nuclear hormone receptor DAF-12 (Strongyloides stercoralis) | HEK293 ssDAF-12/GRIP1 lit1-tk-luc reporter; % of 3 µM dafachronic acid response | activation, % at 6.8 µM | 370,000 tested, 1% active;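 active = activation above the mean over all tested compounds plus 3 SD, cut at about 0.9% in these data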;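 also: 0% = DMSO-only wells and 100% = 3 µM delta7-dafachronic acid wells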
# HGIII-sPLA2 inh: human group III sPLA2 inhibitors, primary screen, biochemical, QFRET, BODIPY PC-A2 liposome substrate; Group 3 secretory phospholipase A2 (Homo sapiens), Q9NZ20; QFRET BODIPY PC-A2 liposome hydrolysis, fluorescence; inhibition, % at 12.2 µM; 370,000 tested, 0.56% active; AID 743126, 2013;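 active = inhibition above mean plus 3 SD of compounds lying within the high and low control bounds, cut at about 19% in these data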;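 also: 0% = median of test compound wells and 100% = no enzyme DMSO wells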
# Target sequence (Q9NZ20 whole entry, looked up): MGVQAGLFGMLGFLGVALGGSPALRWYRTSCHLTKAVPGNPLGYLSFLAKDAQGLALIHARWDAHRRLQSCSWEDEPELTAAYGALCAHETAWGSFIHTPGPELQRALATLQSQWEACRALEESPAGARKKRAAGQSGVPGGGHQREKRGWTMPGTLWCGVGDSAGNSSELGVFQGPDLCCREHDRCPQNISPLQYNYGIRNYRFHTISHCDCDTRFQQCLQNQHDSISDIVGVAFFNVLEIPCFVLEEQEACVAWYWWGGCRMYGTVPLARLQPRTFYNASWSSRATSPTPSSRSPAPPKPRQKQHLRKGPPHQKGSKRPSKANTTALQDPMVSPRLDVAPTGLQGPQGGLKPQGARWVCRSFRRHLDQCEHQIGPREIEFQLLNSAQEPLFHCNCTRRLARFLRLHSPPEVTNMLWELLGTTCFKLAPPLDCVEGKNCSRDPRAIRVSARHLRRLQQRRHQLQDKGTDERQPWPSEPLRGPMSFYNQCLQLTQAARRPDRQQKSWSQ
# PLCb3 inh: human PLC-beta3 inhibitors, primary screen, biochemical, fluorescence | Purified PLC-beta3, fluorogenic substrate | AID 720704, 2013 | inhibition, % at 12.2 µM | 370,000 tested, 0.18% active | 1-phosphatidylinositol 4,5-bisphosphate phosphodiesterase beta-3 (Homo sapiens), Q01970; in the data active = inhibition above about 11%;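 also: 0% = median of compound wells on plate and 100% = full blocker control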
# SMARCA2 activ: SMARCA2 (BRM) function activators, primary screen, cell-based, luminescence, high throughput; MG213 cells, MMTV-luciferase reporter, dexamethasone, overnight; activation, % at 9.1 µM; 370,000 tested, 1% active; AID 652017, 2013; in the data active = activation above about 7.8%;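 also: 0% = vehicle wells and 100% = reference activator wells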
# NR1D1 modulator: modulators of Rev-erb alpha DNA binding, primary screen, biochemical, FITC-DNA, fluorescence polarization, uHTS. activity, % at 10 µM. Rev-erbα–FITC-DNA binding, 90 min. Nuclear receptor subfamily 1 group D member 1 (Homo sapiens), P20393. 370,000 tested, 0.79% active;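 active = activity above about 14%, limit read from the data; passing the limit was not always enough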;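 also: 0% = DMSO wells with 35 nM protein and 100% = DMSO wells with 750 nM protein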
# hcDAF12 agonist: H. contortus DAF-12 nuclear receptor activators, primary screen, cell-based, luminescence, HEK293, lit1-tk-luc reporter | HEK293 hcDAF-12 lit1-tk-luc reporter; 0% DMSO, 100% Δ7-dafachronic acid | 370,000 tested, 1.4% active | AID 652067, 2013 | activation, % at 6.8 µM;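 active = activation above the mean of all tested compounds plus 3 SD, cut at about 5.5% in these data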;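 also: 100% = response to 3 µM Δ7-dafachronic acid high control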
# FXN GAA850 act: FXN promoter activators, primary screen, cell-based, luciferase luminescence, HEK293 lucGAA850; HEK293 lucGAA850 FXN promoter luciferase reporter, 24 h; percent of 10 µM SAHA response; activation, % at 6 µM; 360,000 tested, 0.56% active; AID 540364, 2011;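 active = activation above the average of all compounds screened plus 3 SD, cutoff fixed separately per campaign, cut at about 7.5% in these data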;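 also: 0% = DMSO wells and 100% = 10 µM SAHA wells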
# PG9 binder: binders of HIV-1 gp120 antibody PG9, primary screen, biochemical, TR-FRET | inhibition, % at 6.7 µM | 360,000 tested, 0.43% active | HIV-1 gp120 / PG9 antibody interaction | TR-FRET gp120-PG9 antibody binding | AID 624416, 2012; in the data active = inhibition above about 8.5%
# hgDAF12 agonist: H. glycines DAF-12 receptor agonists, primary screen, cell-based, luminescence, HEK293, GAL4 fusion, UAS-luciferase. Nuclear hormone receptor DAF-12 (Heterodera glycines), GAL4 fusion. 370,000 tested, 1.8% active. HEK293 GAL4-hgDAF12 UAS-luciferase reporter, agonist luminescence; normalized to butyrate control. activation, % at 6.8 µM. AID 687014, 2013;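 active = activation above a cutoff set at the mean of all screened compounds plus 3 SD, cut at about 10% in these data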;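 also: 0% = DMSO wells and 100% = sodium butyrate wells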
# Active calls of the source: *; . = not tested or not shown. Rows are unselected (roughly 7% active in at least one column).
SMILES,DAX1 inh-1,DAX1 inh-2,ssDAF-12 act,HGIII-sPLA2 inh,PLCb3 inh,SMARCA2 activ,NR1D1 modulator,hcDAF12 agonist,FXN GAA850 act,PG9 binder,hgDAF12 agonist
Cc1cnc(C(=O)Nc2cc(S(=O)(=O)N3CCOCC3)ccc2N2CCN(C)CC2)cn1,-0.1,-0.6,-0.5,-1.8,3.8,-0.8,10.6,-0.1,4.0,0.4,-0.2
O=C(O)Cc1csc(-c2cccc(F)c2)n1,-0.3,0.5,-0.4,1.7,-4.0,-0.2,0.5,-0.3,0.2,-1.3,0.6
CC(=O)Nc1nc(SCC(=O)NCc2ccc(F)cc2)[nH]c(=O)c1NC(=O)c1cccs1,-0.9,0.3,-1.4,-0.5,-1.8,0.5,-0.7,0.7,1.0,-1.3,-0.1
CCOC(=O)c1c(C)n(C)c2ccc(OC(=O)c3ccoc3)cc12,0.3,-0.2,-0.8,2.2,1.4,-1.4,1.1,-1.1,0.3,-0.8,-1.9
CNC(=S)N1N=C(c2ccc(OC)cc2)CC1c1ccc(N(C)C)cc1 (stereo unspecified),-0.3,0.3,-1.3,6.1,-3.3,1.2,1.9,-0.8,3.2,-1.7,2.2
Cn1cccc1Cc1nnc(SCC(=O)Nc2cccc(F)c2)n1CCc1ccccc1,0.2,1.8,-1.7,-36.6,-4.4,2.2,-4.7,-1.0,-2.8,-0.8,-0.5
CC1Cc2ccccc2C(=O)N1 (stereo unspecified),1.1,2.3,-1.2,8.3,-0.3,-1.2,2.2,-0.5,1.4,0.1,1.2
COc1ccc(S(=O)(=O)N(C)CC(=O)N2CCC(C(N)=O)CC2)cc1,0.5,0.8,-1.1,12.2,3.3,-2.1,-0.3,-1.6,3.4,2.1,0.7
CC(=O)NCC1(c2ccccc2)CCN(CC2COc3ccccc3O2)CC1 (stereo unspecified),0.5,.,-0.5,12.5,1.0,1.0,3.4,-1.6,.,0.4,-3.5
CCCCn1c(=O)[nH]c(=O)c2c1nc(-c1ccc(OC(F)F)c(OC)c1)n2C,0.1,-0.3,-0.9,0.7,-7.8,0.5,5.5,-1.7,3.1,-0.2,-0.2
COc1ccccc1OCC(=O)OCn1c(SC)nnc(C)c1=O,-0.5,-0.4,-1.1,21.3*,6.1,-1.1,-2.2,-1.7,2.9,0.1,0.1
Cc1ccc(C(=O)N/N=C/c2ccc(-c3ccc(Br)cc3[N+](=O)[O-])o2)o1,-4.3,-0.2,-1.4,-6.5,-27.7,1.2,4.2,0.4,1.9,-2.8,1.2
COc1ccc(C2=Nc3ccccc3NC(=O)C2N(C(=O)c2cc3ccccc3[nH]2)c2ccccc2)cc1 (stereo unspecified),2.0,.,-0.1,3.8,-75.1,-3.0,-0.9,6.3*,.,-0.1,7.4
Cc1ccc(-n2nnnc2CNC(=O)C(=O)c2c[nH]c3ccccc23)cc1C,2.2,3.4,0.2,-12.0,-5.7,0.6,7.3,3.2,0.7,1.5,0.4
COc1ccc(Cl)cc1C(=O)Nc1ccccc1N1CCN(C)CC1,-0.9,0.3,-1.4,-10.7,-5.0,0.2,-0.4,-1.2,-0.7,-0.2,-2.8
CCOC(=O)[C@]12CCCC3=C1N(CCC3)C(=O)[C@@H](CC(=O)NCCC(C)C)C2,0.1,.,-1.3,1.6,0.9,-1.1,-4.4,-2.5,.,.,1.1
Cc1ccccc1/C=N/n1c(COc2ccccc2)n[nH]c1=S,0.0,0.4,-1.3,9.2,-10.7,0.2,1.5,0.2,1.6,0.8,-1.4
CCOC(=O)NC(=O)C(=CNc1ccccc1OC)C(=O)NC(=O)OCC,0.6,-0.1,-0.8,20.9*,-0.7,1.6,-2.8,0.1,0.3,-0.8,-2.1
O=C(COC(=O)C1CCCO1)Nc1nc(-c2ccc(F)cc2)cs1 (stereo unspecified),0.1,1.3,-0.4,0.9,2.0,1.9,-1.5,0.1,0.4,-2.1,2.9
CCSc1nc2ccccc2n1C(=O)c1ccc(S(=O)(=O)N2CCCCC2)cc1,-0.4,-0.7,-1.5,1.4,1.3,-2.4,-5.8,0.9,-3.7,-1.5,1.7

# The final two records of the section before come first, to join the parts:
SMILES,DAX1 inh-1,DAX1 inh-2,ssDAF-12 act,HGIII-sPLA2 inh,PLCb3 inh,SMARCA2 activ,NR1D1 modulator,hcDAF12 agonist,FXN GAA850 act,PG9 binder,hgDAF12 agonist
O=C(COC(=O)C1CCCO1)Nc1nc(-c2ccc(F)cc2)cs1 (stereo unspecified),0.1,1.3,-0.4,0.9,2.0,1.9,-1.5,0.1,0.4,-2.1,2.9
CCSc1nc2ccccc2n1C(=O)c1ccc(S(=O)(=O)N2CCCCC2)cc1,-0.4,-0.7,-1.5,1.4,1.3,-2.4,-5.8,0.9,-3.7,-1.5,1.7
CNC(=S)N(Cc1ccc(Cl)cc1)Cc1cccs1,-0.2,-1.4,-1.6,2.0,-3.6,-1.4,-3.8,-2.1,1.1,-1.1,0.2
COc1ccc(N2C(=O)C3CCCN3C2c2ccc(F)cc2)cc1Cl (stereo unspecified),-0.5,2.4,-0.4,4.5,-5.1,-1.2,2.1,-1.4,1.7,-0.6,0.5
CCOC(=O)N1CCN(S(=O)(=O)N2CCCC(C(=O)NCc3ccc(OC)cc3)C2)CC1 (stereo unspecified),-0.3,0.2,-0.9,3.1,-3.2,-3.1,-4.2,-3.6,1.2,-0.7,-1.8
Cc1ccc(S(=O)(=O)NCCCNC(=O)c2ccccc2)cc1,-0.5,-0.3,-1.0,-3.0,2.3,0.8,-1.1,0.5,-1.4,1.2,-0.8
CCOC(=O)C1CSC(CC(=O)Nc2ccc(Cl)cc2)C(=O)N1 (stereo unspecified),0.6,0.2,-0.8,-4.8,1.5,-2.5,6.1,-0.4,2.4,-0.9,-1.4
COc1cc(C(N)=O)cc(Br)c1OC,0.0,-1.1,-1.3,7.7,4.3,0.5,-0.5,-0.4,0.0,0.7,2.2
COc1ccc(NC(=O)C(Cc2ccccc2)n2cccc2)cc1OC (stereo unspecified),-0.4,-0.6,-1.3,-59.1,-7.7,-3.1,3.5,0.3,2.2,-1.7,1.0
O=C(CNC(=O)c1ccccc1Cl)OCC(=O)N1CCc2ccccc21,0.2,3.3,-0.7,3.8,-2.3,4.2,5.8,0.8,1.2,1.0,2.2
COc1ccc(NC(=O)CCSCCc2ccccn2)cc1OC,0.6,0.4,-1.6,2.4,-3.6,-3.0,-4.8,-1.7,-1.0,-2.0,1.8
Cn1cnnc1SCC(=O)Nc1ccc2nc(SCc3ccccc3Cl)sc2c1,-0.1,-0.2,-0.7,-4.7,-4.5,1.0,-2.4,-0.4,-0.1,1.0,4.3
O=C(CN(c1ccccn1)S(=O)(=O)c1ccc(F)cc1)Nc1ccccc1,-0.2,1.8,-0.7,-2.4,-5.1,1.7,-1.1,-0.5,1.0,-1.2,2.1
O=C(NCc1cccnc1)c1cc(C2CCCN(C(=O)c3ccc4c(c3)CCO4)C2)on1 (stereo unspecified),-0.1,.,-0.2,-6.0,3.6,-2.5,-0.9,-1.0,-1.3,-0.5,-0.2
O=C(NCC1CCCO1)C(c1cccnc1)N(C(=O)Cc1cccs1)c1ccccc1 (stereo unspecified),0.5,1.1,-1.0,6.4,-0.9,4.2,-1.8,1.2,0.4,-0.4,5.7
Cc1ccc(C2C(C#N)=C(N)Oc3nc(-c4ccccc4)[nH]c32)o1 (stereo unspecified),-0.9,0.2,-0.6,-14.9,-6.6,1.0,-0.9,-0.4,-0.8,-0.9,-0.6
Cc1cccc(C)c1NC(=O)COC(=O)c1ccc2[nH]c3c(c2c1)CCCC3,-1.1,-2.8,-1.1,-10.3,-13.7,-0.2,-6.2,-2.8,1.3,1.0,-0.2
O=C1Cc2ccccc2C(=O)N1CCc1ccccc1,0.2,4.7*,0.3,-0.5,0.9,0.4,-2.2,6.9*,1.6,-0.8,5.8
CCOC(=O)CC(NC(=O)c1cc2ccccc2oc1=O)c1cccc([N+](=O)[O-])c1 (stereo unspecified),-1.1,0.8,-1.4,-3.7,-0.1,-1.4,-6.0,-1.8,1.9,-2.9,1.8
COc1ccccc1NS(=O)(=O)c1ccc(C(=O)N2CC(C)OC(C)C2)cc1 (stereo unspecified),0.4,0.7,-1.5,2.1,0.4,-3.6,-4.3,0.9,0.3,0.0,-0.6
CCN1C(=O)[C@H]2[C@@H](c3ccc(-c4cc(C(C)=O)cs4)cc3)N[C@@](Cc3ccccc3)(C(=O)OC)[C@H]2C1=O,-0.3,0.4,-1.2,2.3,-5.3,-1.1,9.4,-0.5,0.9,2.4,2.1
CC(NC(=O)c1cc2ccc(C(F)(F)F)cc2nc1N)c1cccc2ccccc12 (stereo unspecified),-1.3,.,-0.5,7.4,-5.2,-1.4,2.8,0.6,.,.,-0.3
O=C(O)CC(NNC(=O)c1ccccc1)C(=O)Nc1cccc([N+](=O)[O-])c1 (stereo unspecified),0.3,3.7,-1.6,-9.9,-7.7,-1.6,-3.1,1.2,0.9,-2.9,2.0
CCc1cccc(NC(=O)CCCn2c(=O)[nH]c3ccsc3c2=O)c1,0.1,-0.7,-1.0,-7.0,-6.5,0.3,4.7,0.0,1.8,-0.4,-1.2
O=C(Oc1ccc(Br)cc1C(=S)N1CCCC1)c1ccccc1F,0.3,-0.4,-1.1,-8.7,1.7,-4.0,0.8,0.0,-0.5,-2.6,-2.3
COc1ccc(S(=O)(=O)/N=C2/NC(=O)/C(=C\c3cc(OC)c(OC)cc3[N+](=O)[O-])S2)cc1,-0.2,3.0,-1.0,-30.8,-11.7,0.9,-4.8,-1.5,0.0,1.1,-1.3
COC(=O)c1ccc(NC(=O)c2cccc(N3C(=O)C4C5C=CC(C6CC56)C4C3=O)c2)cc1 (stereo unspecified),-0.7,-1.1,-1.0,-1.9,-6.6,-1.4,2.3,-2.2,-3.3,-0.3,-3.5
